# Screens (PubChem BioAssay)
# PLK1 PBD block – inhibitors of human PLK1 polo-box domain binding | P53350 | Plk1 PBD binding of FITC phosphopeptide, fluorescence polarization | Potency, µM, for inactives: max response, negative = inhibition, actives largely listed as inhibitors | 360,000 compounds, 2.8% hits; also: potency is read from the fitted curve at half-maximal effect; series mostly up to about 57 µM; % is scaled to controls: 0 for no effect and ±100 for the full control effect; nearly all actives have a fitted effect of over 65% in size
# WRN inhibitor – blocks human WRN helicase; 360,000 compounds, 0.46% hits; Q14191; WRN helicase unwinding, fluorescent forked duplex, kinetic; Potency, µM (doses to about 114 µM), for inactives: at the highest dose activity change, negative = inhibition, usual class: inhibitors; AID 651768; also: potency is read from the fitted curve at half-maximal effect; % is scaled to controls: 0 for no effect and ±100 for the full control effect; nearly all actives have a fitted effect of over 55% in size
# Target sequence (Q14191 whole entry, looked up): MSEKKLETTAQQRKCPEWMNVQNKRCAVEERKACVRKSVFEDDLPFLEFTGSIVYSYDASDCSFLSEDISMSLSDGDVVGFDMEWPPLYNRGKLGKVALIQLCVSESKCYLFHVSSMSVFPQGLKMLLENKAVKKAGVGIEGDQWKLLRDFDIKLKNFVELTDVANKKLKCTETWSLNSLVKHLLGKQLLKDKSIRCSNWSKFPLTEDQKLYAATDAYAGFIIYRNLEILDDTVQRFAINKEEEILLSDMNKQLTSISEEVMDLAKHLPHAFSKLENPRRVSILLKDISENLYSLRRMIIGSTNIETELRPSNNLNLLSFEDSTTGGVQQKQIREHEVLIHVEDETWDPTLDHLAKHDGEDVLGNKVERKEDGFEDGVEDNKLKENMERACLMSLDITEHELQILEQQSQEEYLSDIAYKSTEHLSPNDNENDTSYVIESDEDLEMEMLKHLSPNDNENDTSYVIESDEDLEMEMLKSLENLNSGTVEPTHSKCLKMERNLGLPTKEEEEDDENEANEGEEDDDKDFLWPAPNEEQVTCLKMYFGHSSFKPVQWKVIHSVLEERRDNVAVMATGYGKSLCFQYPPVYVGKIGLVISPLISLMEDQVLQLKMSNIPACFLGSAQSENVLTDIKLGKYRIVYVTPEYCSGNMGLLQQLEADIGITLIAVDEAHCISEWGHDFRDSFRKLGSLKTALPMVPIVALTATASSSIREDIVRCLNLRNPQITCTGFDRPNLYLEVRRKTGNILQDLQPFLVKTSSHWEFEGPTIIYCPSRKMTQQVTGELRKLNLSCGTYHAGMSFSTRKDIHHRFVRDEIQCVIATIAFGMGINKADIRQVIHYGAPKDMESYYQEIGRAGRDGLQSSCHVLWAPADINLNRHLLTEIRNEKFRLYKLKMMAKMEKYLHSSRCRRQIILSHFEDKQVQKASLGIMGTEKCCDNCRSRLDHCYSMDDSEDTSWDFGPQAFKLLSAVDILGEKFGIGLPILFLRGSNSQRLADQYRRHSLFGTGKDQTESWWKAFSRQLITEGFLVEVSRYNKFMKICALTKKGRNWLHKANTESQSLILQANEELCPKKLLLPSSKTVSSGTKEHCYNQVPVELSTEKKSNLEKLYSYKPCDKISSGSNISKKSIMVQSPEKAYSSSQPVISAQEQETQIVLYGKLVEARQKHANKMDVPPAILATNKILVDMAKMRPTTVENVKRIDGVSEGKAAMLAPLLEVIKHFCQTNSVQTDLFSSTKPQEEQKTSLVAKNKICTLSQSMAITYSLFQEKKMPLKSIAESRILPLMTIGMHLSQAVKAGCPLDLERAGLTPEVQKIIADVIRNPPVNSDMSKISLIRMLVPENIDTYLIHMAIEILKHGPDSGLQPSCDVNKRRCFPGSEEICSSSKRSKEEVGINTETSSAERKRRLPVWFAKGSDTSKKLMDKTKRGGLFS
#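 Primary qHTS, 1536-well format. 20 nM WRN + compound, 15 min RT; start with 100 nM forked fluorophore/quencher duplex, 2 mM ATP (final); kinetic read ex 525/em 598 nm.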
# Abeta rescue – compounds reversing amyloid beta toxicity in yeast; 410,000 compounds, 0.063% hits; yeast expressing A-beta42, growth rescue, OD600, 48 h; response scale: 0% DMSO, 100% iron-clioquinol control; Potency, µM (series often up to 46.1 µM), for the others: at the top dose growth rescue, hits mostly activators; also: potency is read from the fitted curve at half-maximal effect; nearly all actives have a fitted effect of over 55% in size
#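 Yeast A-beta toxicity model in growth medium with pinned compounds, 48 h at 30 C; growth read as absorbance at 600 nm. Normalized to FeCl3/clioquinol equimolar mix (positive) and DMSO (negative).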
# PI5P4Ka inh – PI5P4K alpha (human) kinase inhibition | PI5P4Kalpha enzyme, ADP-Glo luminescence, 60 min; stronger effect = lower value | max response, % | 330,000 compounds, 1.2% hits | AID 652105; active = max response of -50% or lower; inconclusive = between -30% and -50%; inactive = -30% or higher; also: value at the top dose of about 77 µM; % is scaled to controls: 0 for no effect and ±100 for the full control effect
#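 Luminescence from ADP-Glo served as readout of PI5P4Kalpha activity in a qHTS format. Reaction: enzyme, substrate, compound, ATP at 5 microM final, 60 min at RT.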
# aSyn yeast inh – alpha-synuclein toxicity inhibition in yeast | Yeast expressing alpha-synuclein, growth rescue, BacTiter-Glo, 24 h | Potency, µM (top dose mostly 46.1 µM), inactives show at the top dose growth rescue (activation), usual class: activators | 370,000 compounds, 0.14% hits | AID 652106; also: potency is read from the fitted curve at half-maximal effect; % of control where 0% means no effect; nearly all actives have a fitted effect of over 65% in size
#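 Screening used galactose-induced yeast with toxic alpha-synuclein levels, exposed to compound for 24 hr at 30 deg C. Cell growth, read with BacTiter-Glo luminescence, gave the measured signal.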
# EPAC1 antag – EPAC1 (human) antagonism | AID 720709 | Potency, µM (titrated, usually from 115 µM), for the others: top-dose activity change, negative = inhibition, most hits filed as inhibitors | EPAC1 GEF assay, Rap1b-BODIPY-GDP exchange fluorescence | 360,000 compounds, 0.14% hits;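 also: potency is read from the fitted curve at half-maximal effect; plate controls were vehicle for no effect and positive control for full effect; nearly all actives have a fitted effect of over 50% in size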
# FUS suppressor – rescues growth of FUS-expressing yeast; S. cerevisiae FUS-expressing, growth rescue, OD600, 24 h; Potency, µM (doses to about 76.6 µM), for the others: at the highest dose growth rescue (activation), actives largely listed as activators; 390,000 compounds, 0.24% hits; AID 1347120;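 also: potency is read from the fitted curve at half-maximal effect; plate controls were DMSO vehicle for no effect and reference control for full effect; nearly all actives have a fitted effect of over 55% in size; some results filed as inactive show a strong effect at the top dose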
#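 Steps: raffinose overnight preculture; dilution to OD 0.005 in 2% galactose minimal medium; compound addition (concentration series); 24hr at 30C, 99% humidity; absorbance read at 600 nm.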
# IL-2 act – activators of IL-2. IL-2 activation reporter assay, cell-based qHTS; stimulated with anti-CD3/CD4/CD28 beads; in transgenic mouse T cells. 360,000 compounds, 0.065% hits. AID 652025. activation, % (series mostly up to about 46 µM); in the data active = activation above about 50%; inconclusive = mostly about 30% to 49%; also: 0% is about no effect
#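 Unstimulated transgenic mouse T cells; 60-min compound exposure; bead-based TCR/CD4/CD28 stimulation; 18 h culture, 37 degrees C; dual fluorescence (EGFP, DsRed) plate cytometry.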
# EPAC1 ag – activates human EPAC1 exchange factor | O95398 | EPAC1 agonist qHTS, biochemical assay; response scale: 100% = response to 6.5 mM cAMP | Potency, µM (top dose mostly 154 µM), inactives show top-dose activation, usual class: activators | 360,000 compounds, 0.073% hits; also: potency is read from the fitted curve at half-maximal effect; nearly all actives have a fitted effect of over 60% in size
#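 Read-out is the fluorescence drop as BODIPY-GDP leaves Rap1B (480 nm excitation, 540 nm emission), recorded every 5 minutes over 30 minutes. Reactions held 100 nM EPAC1, 250 nM Rap1B–BODIPY-GDP and 50 uM GDP, with 6.5 mM cAMP setting full activation.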
# * hit, by the source's call; ? = inconclusive; · = no result given; & = joins results of further samples; [ ] = remark or other dose. Unless noted, calls follow the shape of the dose curve; as a rule, active = well fitted curve in the direction sought with a large enough effect; inconclusive = small, poorly fitted or top-dose-only effect, or another doubt; inactive = no such curve, though single readings can be large; an effect the other way counts as inactive or inconclusive.
SMILES,PLK1 PBD block,WRN inhibitor,Abeta rescue,PI5P4Ka inh,aSyn yeast inh,EPAC1 antag,FUS suppressor,IL-2 act,EPAC1 ag
CCOc1ccccc1NC(=O)NC(=O)N(C)S(C)(=O)=O,-7%,-1%,9%,4,-3%,-15%,-19%,-0.2,7%
O=C(CCC(=O)c1cccs1)Nc1ccc(N2CCCCC2)cc1,-22%,2%[11.6 µM],-13%,-76*,-4%,-26%,37%,-1.1,4%
Cc1ccc(NC(=O)c2ccc(N3C(=O)C4CC=C(Cl)CC4C3=O)cc2)cc1 (stereo not drawn),2%,-4%,4%,·,7%,10%,9%,-0.5,-2%
Cc1ccc(S(=O)(=O)N2CCOCC2)cc1NC(=O)COC(=O)Cn1c(C)csc1=O,0%,3%,-3%,7,1%,15%,-5%,0.4,3%
COc1ccc(NC(=O)CSc2ccc3c(c2)OCCO3)cc1S(N)(=O)=O,-17%,-32%,4%,-1,4%,-2%,-5%,-0.3,8%
CC(C)CC(=O)Nc1nnc(S(=O)(=O)N(C)c2ccc(Cl)cc2)s1,-12%,-1%,-1%&-39%,1,0%,-10%,-28%&-14%,-0.3,4%
CCOc1ccc(C(=O)NC(C(=O)NCC2CCCO2)C(C)C)cc1 (stereo not drawn),-3%,1%,-2%,0,2%,?,11%,5.9,11%
CC1(C)CC(=O)C(C=N)=C(O)C1,3%,-2%,8%,-2,-1%,-9%,-27%,-0.4,-1%
O=C(CS(=O)(=O)c1ccccc1)N1CCCCC1,-8%,-1%,2%,0,-5%,0%,-10%,-2.9,7%
COC(=O)c1ccc(COc2cccc3c2OC(C)(C)C3)cc1,-2%,-27%,-13%,-12,1%,-10%,·,-4.6,-11%

# One compound at a time, as listed above. Order of values: PLK1 PBD block | WRN inhibitor | Abeta rescue | PI5P4Ka inh | aSyn yeast inh | EPAC1 antag | FUS suppressor | IL-2 act | EPAC1 ag
# CC(C)CC(=O)Nc1nnc(S(=O)(=O)N(C)c2ccc(Cl)cc2)s1 is listed with -12% | -1% | -1%&-39% | 1 | 0% | -10% | -28%&-14% | -0.3 | 4%
# CC1(C)CC(=O)C(C=N)=C(O)C1 is listed with 3% | -2% | 8% | -2 | -1% | -9% | -27% | -0.4 | -1%

# Additional entries.
SMILES,PLK1 PBD block,WRN inhibitor,Abeta rescue,PI5P4Ka inh,aSyn yeast inh,EPAC1 antag,FUS suppressor,IL-2 act,EPAC1 ag
Cn1c(=O)c2c(nc(CN3CCN(C(=O)c4ccco4)CC3)n2CC(N)=O)n(C)c1=O,-5%,0%,5%,-1,0%,2%,6%,-0.5,0%
CN(C)S(=O)(=O)Oc1cccc(C(=O)Nc2ccc([N+](=O)[O-])cc2)c1,-1%,-16%,-16%,2,2%,-21%,11%,-0.8,6%
COc1ccc(NC(=O)CN2CCN(C3c4ccccc4-c4ccccc43)CC2)cc1,-2%,-6%,23%,·,2%,-19%,24%,-2.2,16%
CC(=O)N1CCN(Cc2nc3cc(NC(=O)COc4cccc(C)c4)ccc3n2C)CC1,-12%,1%,8%,0,3%,-8%,22%,-0.2,-3%
CCOc1ccc(-c2nnc3ccc(SCC(=O)Nc4nc5ccc(C)cc5s4)nn23)cc1,-23%,-29%,-16%,-7,1%,-13%,·,-0.6,9%
CCCCCn1c(=O)[nH]c2cc(C(=O)NCCCN3CCCCC3)ccc2c1=O,-3%,7%,-9%,·,-5%,-3%,19%,-1.6,1%
COc1cc(OC)c(OC)cc1CN1CCN(c2ccc(F)cc2)CC1,0%,-35%,12%,0,1%,4%,-11%,-0.5,6%
COc1ccc(C(=O)Nc2ccc(Cl)cc2C(=O)N2CCCC(C)C2)cc1 (stereo not drawn),-7%,7%,-32%[inhibitor],1,11%,-2%,9%,2.2,10%
COc1ccccc1NC(=O)N1CCc2[nH]c3ccc(Cl)cc3c2C1,-1%,-12%,8%,13,-10%,-11%,-23%,2.7,17%
O=C(O)c1ccc(Cl)c(NC(=O)C2CCN(S(=O)(=O)c3cccs3)CC2)c1,-11%,7%,0%,1,-1%,11%,8%,-1.5,3%
Cc1c(OC(C)C(=O)NC(Cc2c[nH]c3ccc(O)cc23)C(=O)O)ccc2c1oc(=O)c1ccccc12 (stereo not drawn),-10%,?,-21%,-11,2%,?,33%,0.1,-28%
Cc1onc(-c2c(F)cccc2Cl)c1C(=O)OCC(=O)Nc1c(C)n(C)n(-c2ccccc2)c1=O,-7%,7%[57.1 µM],4%,1,1%,-7%,12%,-2.4,-4%
Cc1ccsc1/C=N/n1c(-c2ccco2)n[nH]c1=S,-23%,2%,4%,0,6%,-17%,18%,0.9,3%
CC(=O)c1cccc(NC(=O)COC(=O)COc2c(Cl)cc(Cl)c3ccc(C)nc23)c1,-3%,-12%,-7%,-7,?,-3%,24%,-1.3,5%
CCCCNC(=O)CSc1nnc(Cc2ccccc2)n1CC,-6%,7%,-2%,·,-3%,-1%,15%,-1.6,12%
CN(C)S(=O)(=O)c1ccc(C(=O)Nc2ccccc2OC(F)(F)C(F)F)cc1,-6%,3%,-22%,·,1%,0%,9%,-2.5,4%
CCOc1nc2ccccc2nc1NS(=O)(=O)c1ccccc1,-1%,-12%,1%,·,-9%,10%,-5%,2.3,-8%
Cc1ccccc1NC(=O)CSc1nc(Nc2ccccc2)nc(N2CCOCC2)n1,-6%,-12%,-10%,6,0%,-6%,·,-2.8,-11%
Cc1c(NC(=S)NC(=O)c2ccccc2Cl)c(=O)n(-c2ccccc2)n1C,-2%,12%,7%,0,0%,-12%,-3%,-0.6,2%
Cc1ccc(-c2csc(C(O)c3ccccc3)n2)cc1C (stereo not drawn),3%,-10%,-6%,18,?,-14%,6%,0.0,-1%
O=C(NCc1ccco1)C(=O)NCC(c1ccco1)N1CCOCC1 (stereo not drawn),-20%,-3%,8%,-6,1%,-18%,23%,1.2,-14%
O=C(OC(C(=O)NCc1ccco1)C(OC(=O)c1ccccc1)C(=O)NCc1ccco1)c1ccccc1 (stereo not drawn),-1%,14%,1%,3,6%,-14%,·,-0.2,-9%
COc1ccccc1-c1nnc(NC(=O)c2ccc(S(=O)(=O)N(C)C)cc2)o1,-9%,-4%,26%,-11,-6%,-1%,32%,-0.3,-4%
CCOc1ccc(S(=O)(=O)N2CCN(Cc3ccc4c(c3)OCO4)CC2)cc1OCC,2%,2%,16%,13,5%,-29%,8%,-3.5,7%
CC(=O)OCCCCON1C(=O)c2ccccc2C1=O,4%,9%,9%,-2,-1%,7%,-5%,0.7,-9%
O=C(NCc1ccc(F)cc1)c1cc2ccccc2o1,0%,8%,0%,5,13%,9%,17%,0.3,-2%
O=C(CCC1CCCC1)N[C@@H](Cc1ccc(O)cc1)C(=O)O,-7%,9%,-15%,-4,-5%,-4%,-11%,-1.3,-15%
O=C1N/C(=C/c2cccn2-c2ccccc2)C(=O)N1Cc1ccccc1F,-12%,?,-6%,1,-1%,-12%,16%,4.1,5%
CN(C(=O)c1cccc(NC(=O)Cc2ccc(NC(=O)C3CCN(C(=O)C4CC4)CC3)cc2)c1)C1CCCC1,0%,-9%,3%,1,2%,-6%,10%,0.1,-1%
O=C(COC(=O)c1cccc(C(F)(F)F)c1)NC(=O)NC1CCCC1,-3%,-22%,25%,4,10%,-8%,15%,1.1,-21%
Cc1ccc(-c2nn(CCC(N)=O)c(=O)c3ccccc23)cc1,5%,4%,3%&3%,8,8%,-5%,25%&7%,0.4,5%
Cc1c(NC(=O)c2cc(-c3ccc(O)cc3)on2)c(=O)n(-c2ccccc2)n1C,-6%,0%,1%&-21%,-14,-9%,-17%,15%&8%,-0.8,-3%
CCCCOc1ccc(C2C(C(=O)c3ccc(C)o3)=C(O)C(=O)N2CC2CCCO2)cc1 (stereo not drawn),-5%,-7%,-28%,-5,-2%,-19%,·,0.4,-17%
C=CCN(c1ccccc1OC)S(=O)(=O)c1ccc(Cl)c(C(=O)Nc2ccc(N3CCOCC3)cc2)c1,-1%,1%,-5%,-10,15%,-3%,?,0.5,6%
CCOc1cccc2c1OC1(C)CC2NC(=O)N1c1cccc(C(=O)N2CCN(c3ccccn3)CC2)c1 (stereo not drawn),0%,9%,4%,2,2%,6%,5%,-2.5,-5%
C[C@]12c3[nH]c4cc(-c5ccco5)ccc4c3CCN1C(=O)[C@@H](CC(=O)NCC13CC4CC(CC(C4)C1)C3)C[C@@H]2C(=O)N1CCCCC1,-10%,-4%,4%,-21,?,-8%,?,-0.6,-3%
NC(=O)NC(=O)CSc1ccccc1,2%,-3%,-6%,8,-1%,0%,-11%,-0.9,-1%
CNC(=S)NCCC(c1ccccc1)c1ccccc1,4%,-12%[57.1 µM],29%,3,8%,6%,13%,-0.6,-2%
CC(C)(C)C(=O)OC/C(N)=N/OC(=O)c1ccc(Cl)c(Cl)c1,5%,3%,-45%[inhibitor],1,-72%[inhibitor],-14%,-1%,-0.8,-9%
Cc1cc(=O)n2c(-c3ccccc3C)n[nH]c2n1,0%,-6%,?,7,3%,0%,9%,-0.3,7%
C=CCn1c(SCC(=O)NCC2CCCO2)nc2scc(-c3ccco3)c2c1=O (stereo not drawn),-10%,-1%[11.6 µM],-2%,·,8%,-2%,35%,-1.7,4%
Cc1cccc(OCCC(=O)Nc2c(C)n(C)n(-c3ccccc3)c2=O)c1,-6%,-9%,-11%,-3,0%,13%,21%,-1.3,-7%
CCN(C(=O)CSc1nnc(-c2c[nH]c3ccccc23)n1C1CC1)C1CCS(=O)(=O)C1 (stereo not drawn),-4%,0%,7%,7,1%,-14%,4%,2.6,13%
CCCOc1ccc(-c2nc(C#N)c(N3CCc4ccccc4C3)o2)cc1,-12%,-1%,9%,·,0%,-1%,25%,1.7,10%
CC(=O)c1ccc(OCC(=O)N2CCN(S(=O)(=O)c3ccc(C)cc3C)CC2)cc1,-1%,-19%,18%,0,-1%,6%,24%,-3.2,-12%
CCN1CCN(C(CCc2ccccc2)C(=O)NC2CCCCC2)CC1 (stereo not drawn),-4%,7%,-16%,8,-7%,-16%,-18%,-0.3,-5%
